# Compound activity (PubChem BioAssay)
# CHT PAM: human CHT allosteric activation; Q9GZV3; CHT-expressing cells, membrane potential dye, choline EC20; stronger effect = higher value; LV-AA mutant CHT in HEK293 cells; B-score at 10 µM; 310,000 tested, 0.49% active; AID 488977;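 active = initial fluorescence not abnormally high and integrated response B-score, plate-corrected, over 3 SD above library mean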
# Target sequence (Q9GZV3 whole entry, looked up): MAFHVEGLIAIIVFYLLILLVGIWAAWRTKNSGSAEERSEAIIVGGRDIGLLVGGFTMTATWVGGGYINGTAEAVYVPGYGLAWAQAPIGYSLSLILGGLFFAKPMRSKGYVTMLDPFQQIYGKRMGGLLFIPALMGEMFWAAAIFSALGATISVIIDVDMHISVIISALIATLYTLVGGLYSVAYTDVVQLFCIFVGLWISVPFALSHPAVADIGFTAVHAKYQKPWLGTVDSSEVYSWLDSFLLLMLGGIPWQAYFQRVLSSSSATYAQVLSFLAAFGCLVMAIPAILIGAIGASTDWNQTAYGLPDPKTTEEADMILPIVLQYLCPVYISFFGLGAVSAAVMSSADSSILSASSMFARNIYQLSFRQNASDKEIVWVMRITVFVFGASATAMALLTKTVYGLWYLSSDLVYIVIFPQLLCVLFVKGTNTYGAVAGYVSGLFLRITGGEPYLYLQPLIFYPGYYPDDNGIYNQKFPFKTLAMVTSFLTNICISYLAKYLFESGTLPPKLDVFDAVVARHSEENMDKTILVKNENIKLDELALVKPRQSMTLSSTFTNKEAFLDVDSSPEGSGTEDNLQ
# OX1R antag: blocks the human orexin 1 receptor. O43613. CHO/OX1R cells, Fluo-8 calcium fluorescence, orexin A. inhibition, % at 5 µM. 330,000 tested, 0.43% active. AID 434989;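 active = inhibition above its plate's threshold, mean inhibition of all tested compounds on the plate plus 3 SD, cut at about 37% in these data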;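 note: 0% = orexin A challenge wells and 100% = SB-334867-A antagonist wells; not every result past the cut was called active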
# Target sequence (O43613 whole entry, looked up): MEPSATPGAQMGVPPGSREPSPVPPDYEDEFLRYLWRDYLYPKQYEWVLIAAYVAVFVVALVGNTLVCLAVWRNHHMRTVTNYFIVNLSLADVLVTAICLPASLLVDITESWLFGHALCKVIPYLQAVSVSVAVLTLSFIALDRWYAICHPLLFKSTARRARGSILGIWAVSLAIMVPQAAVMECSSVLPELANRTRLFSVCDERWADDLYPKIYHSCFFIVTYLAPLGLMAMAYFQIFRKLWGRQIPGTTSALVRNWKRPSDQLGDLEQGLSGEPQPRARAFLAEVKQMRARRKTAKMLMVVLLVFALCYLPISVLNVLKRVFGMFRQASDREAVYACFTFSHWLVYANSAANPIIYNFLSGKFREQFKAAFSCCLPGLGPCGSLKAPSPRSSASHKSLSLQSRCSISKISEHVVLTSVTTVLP
# * hit, by the source's call; i = inactive; x = no result given.
# Every second line gives: CHT PAM, OX1R antag
CC1(c2nnc(Cc3ccccc3)o2)CC(c2c(Cl)cccc2Cl)=NO1 (stereo unspecified)
→ i, -26
CCOc1ccccc1NC(=O)CCNC(=O)Cn1ccc2ccccc2c1=O
→ i, -6
CSc1nsc(NC(=O)Cc2ccccc2)n1
→ i, 5
N#Cc1nc(-c2ccc(Cl)cc2)oc1NCCc1ccccn1
→ i, -13
Cc1cccc(NC(=O)CCNS(=O)(=O)c2cccc3nsnc23)c1
→ i, -32
Cc1nc(SCC(=O)c2ccc(F)cc2)c([N+](=O)[O-])[nH]1
→ i, -29
Cc1cc2nc(C)c(Cc3ccccc3)c(=O)n2[nH]1
→ i, -9
Cc1ccc(SCC(=O)NC(=O)NCCC(C)C)c(C)c1
→ i, -28
CC(C)C(=O)N1CCN(c2c(Cl)cccc2[N+](=O)[O-])CC1
→ i, -18
N#CCOC(=O)c1cc(S(=O)(=O)N2CCCCC2)ccc1N1CCOCC1
→ x, -13
Cc1ccnc(NC(=O)COC(=O)C23CC4CC(CC(C4)C2)C3)n1
→ i, -9
Cc1scc(C(=O)NNC(=S)NCC(C)C)c1C
→ i, -13
CC12CN3CC(C)(CN(C1)C3c1ccc(Cl)cc1)C2 (stereo unspecified)
→ i, 0
CC1CC(C)CN(S(=O)(=O)c2ccc(NC(=O)CCNC(=O)c3ccc([N+](=O)[O-])cc3)cc2)C1 (stereo unspecified)
→ x, -25
COc1ccc(C2CC(=O)c3cnc(Nc4cc(C)cc(C)c4)nc3C2)cc1 (stereo unspecified)
→ i, -30
CCn1cnc2cc(NC(=O)c3ccc(C)cc3)ccc21
→ i, -5
Cc1ccc(C(=O)OCC(=O)Nc2nc(-c3ccccc3)cs2)cc1NC(=O)c1ccco1
→ i, 0
CC(C)CCN1CCNC(=O)C1CC(=O)N(C)CCCN1CCOCC1 (stereo unspecified)
→ i, 1
COc1ccc(Br)cc1CN(C)C(=O)C1CC(=O)N(C2CCCC2)C1 (stereo unspecified)
→ x, -14
COc1cc(-c2nc(-c3ccccc3)c(-c3cc([N+](=O)[O-])ccc3C)[nH]2)cc(OC)c1OC
→ i, -17
O=[N+]([O-])c1ccc(Sc2cccc3cccnc23)c([N+](=O)[O-])c1
→ i, 25
Cc1noc(C)c1NC(=O)N(C)C[C@H]1Oc2c(NS(=O)(=O)c3cccs3)cccc2C(=O)N([C@H](C)CO)C[C@@H]1C
→ x, 8
COc1ccc2c(c1)cc(C(=O)N[C@H](C(=O)N1CCC(C(=O)O)CC1)C(C)C)n2C
→ i, -23
CC1CCC(NC(=O)CCS(=O)(=O)c2ccc3c(c2)NC(=O)CS3)CC1 (stereo unspecified)
→ i, -11
O=C(COC(=O)Cc1ccsc1)NCc1ccc(Cl)cc1
→ i, -12
O=C(Cn1nc(C(F)F)cc1C1CC1)NCCC1=CCCCC1
→ i, -12
O=C(c1ccc(O)cc1)c1ccc(O)cc1O
→ i, 4
CSc1nnc(Cc2cc(=O)[nH]c(=O)[nH]2)n1-c1cc(C)ccc1C
→ i, -19
CN(CC(=O)NC1CCN(Cc2ccccc2)CC1)S(=O)(=O)c1ccc2c(c1)c(=O)n(C)c(=O)n2C
→ i, -34
Cc1nn(C)c(C)c1/C=N/N=C1\CCC2C3CCc4cc(O)ccc4C3CCC12C (stereo unspecified)
→ i, 20
COc1ccc(C(C)=O)cc1CSc1ncccn1
→ i, -10
CCC(=O)N1c2ccc(S(=O)(=O)NCCc3ccccc3)cc2CC1C (stereo unspecified)
→ i, -29
O=C(Nc1ccccn1)c1sc2cccc(F)c2c1Cl
→ i, -21
CSc1nc(-c2ccccc2)cc(C)c1C#N
→ i, -47
CCc1ccc[n+](-c2nc([O-])sc2C=O)c1
→ i, -16
COc1ccc(NC(=O)NC2CCN(C(C)C)CC2)c(OC)c1
→ i, 1
CCn1c(=O)cc(N2CCCCC2)[nH]c1=O
→ i, 4
O=C(COC(=O)c1cc(=O)[nH]c2ccccc12)NCc1cccc(Cl)c1
→ x, -10
Cc1ccc(C)c(N2CCN(C(=O)CCc3nc(-c4ccccc4Br)no3)CC2)c1
→ x, -5
Cc1nc(SCc2nc3c(O)cccc3[nH]2)c2oc3ccccc3c2n1
→ x, -11
COc1ccc(N2CCN(c3oc(-c4ccc(OC)c(OC)c4)nc3C#N)CC2)cc1
→ i, -18
COC(=O)c1sc2cc(C(F)(F)F)cnc2c1-c1ccccn1
→ i, -6
COc1ccc(/C=C(/NC(=O)c2ccccc2OC)C(=O)Nc2ccc(C(=O)O)cc2)cc1
→ i, 6
Cc1ccc(N2C(=O)CC(N3CCc4ccccc43)C2=O)cc1Cl (stereo unspecified)
→ i, -11
c1cc(-n2cnnn2)ccc1NC1=NCCC1
→ i, 2
CCN1CCN(C(=O)CSc2nc(N)cc(N)n2)CC1
→ i, 13
CC(=O)N1c2ccccc2C2CCCC[C@@H]21 (stereo partly specified)
→ x, 10
Cc1ccc(S(=O)(=O)N2CCN(C(=O)c3c(-c4ccccc4)noc3C)CC2)cc1
→ i, -25
CCn1c(C)nc([N+](=O)[O-])c1Sc1ccc(F)cc1
→ i, -19
Cc1ccc(-n2c(-c3cccc(C)c3)n[nH]c2=S)cc1
→ i, -11
O=C(C[C@H]1C[C@H](C(=O)N2CCOCC2)[C@@]2(CCC3CCCC3)c3[nH]c4cc(-c5ccco5)ccc4c3CCN2C1=O)NCCC1=CCCCC1
→ x, -8
CC1CN(c2nc3c(c(=O)n(C)c(=O)n3C)n2Cc2c(Cl)cccc2Cl)CC(C)O1 (stereo unspecified)
→ i, -12
Cc1csc(NC(=O)CSc2ncn(-c3ccccc3)n2)n1
→ i, 6
Cc1ccc(OCC(=O)NCCCNC(=O)c2ccccn2)cc1
→ i, 1
Cc1cc([N+](=O)[O-])nn1CC(=O)Nc1ccccn1
→ i, -1
Cc1cc(C)nc(SCCS(=O)(=O)Cc2ccccc2)n1
→ i, -24
Cc1ccc(NC(=O)Nc2nc3ccccc3s2)cc1NC(=O)Nc1nc2ccccc2s1
→ i, -12
O=C(Nc1ncccn1)c1ccc([N+](=O)[O-])cc1
→ i, -12
O=C(COc1ccc([N+](=O)[O-])cc1Cl)NCC1CCCO1 (stereo unspecified)
→ i, -22
CCc1cccc2cc3c(N)c(C(=O)Nc4ccc(S(=O)(=O)N5CCCC5)cc4)sc3nc12
→ i, 46

# For convenience, part of the list above.
# Every second line gives: CHT PAM, OX1R antag
COc1ccc(N2CCN(c3oc(-c4ccc(OC)c(OC)c4)nc3C#N)CC2)cc1
→ i, -18
COC(=O)c1sc2cc(C(F)(F)F)cnc2c1-c1ccccn1
→ i, -6
COc1ccc(/C=C(/NC(=O)c2ccccc2OC)C(=O)Nc2ccc(C(=O)O)cc2)cc1
→ i, 6
Cc1ccc(N2C(=O)CC(N3CCc4ccccc43)C2=O)cc1Cl (stereo unspecified)
→ i, -11
c1cc(-n2cnnn2)ccc1NC1=NCCC1
→ i, 2

# Further entries
# Every second line gives: CHT PAM, OX1R antag
O=C(NCCO)Nc1ccc2nc(-c3ccco3)c(-c3ccco3)nc2c1
→ i, -116
Cc1cc(C(=O)CSc2nc3ccccc3c(=O)[nH]2)c(C)n1CC1CCCO1 (stereo unspecified)
→ i, 25
COC(=O)c1ccc(-c2ccco2)n1Cc1nc(-c2ccc(OC)c(OC)c2)oc1C
→ i, -4
CS(=O)(=O)c1ccc2nc(NC(=O)Nc3ccc(Cl)cc3)sc2c1
→ i, 3
Cc1ccc(NC(=S)N2CCCC2)cc1Cl
→ i, x
COc1ccc(NS(=O)(=O)c2cccc(Cl)c2)cc1S(=O)(=O)N1CCCCC1
→ i, -2
CCCNc1ccc(S(=O)(=O)N(CC)CC)cn1
→ i, -7
CC(=O)c1cccc(NC(=O)c2ccc(CN3CCc4ccccc4C3)cc2)c1
→ i, -20
O=C(Nc1ccc(-c2ccc3nncn3n2)cc1)C1CCCCC1
→ i, -21
CCOc1ccccc1-c1nnc(SCC(=O)Nc2ccccc2)o1
→ i, -18
COCCn1cnc2c1c(=O)[nH]c(=O)n2Cc1ccccc1
→ i, -6
CCOC(=O)Cc1csc(NC(=O)CSc2nnc(Cc3csc(N)n3)n2C)n1
→ i, -3
COc1ccc(C(=O)Cc2ccc(OC)c(OC)c2)cc1
→ i, -3
Cc1ccc(N2CC(C(=O)N3CCN(c4ccccc4)CC3)CC2=O)cc1 (stereo unspecified)
→ i, -27
COc1c(F)c(F)c(C(=O)O)c(Nc2ccccc2)c1F
→ i, -2
COc1ccc(NC(=O)CSc2nc3ccccc3nc2N2CCCC2)c(OC)c1
→ i, -6
COc1ccc(Cl)cc1/C=C/c1ccc2cccc(O)c2n1
→ i, -22
Cc1cccc(OCC(=O)Nc2cccc(C(=O)NCC(C)C)c2)c1
→ i, -22
Cc1cccc(NC(=O)CCC(=O)N/N=C/c2cccnc2)c1
→ i, -12
COc1ccc2oc(=O)c(C(C)=O)cc2c1
→ i, -3

# The list goes on.
structure,CHT PAM,OX1R antag
Cc1nn(CC(=O)N2CCN(C(=O)c3ccco3)CC2)c(C)c1[N+](=O)[O-],x,-10
COc1ccc(S(=O)(=O)NCc2ccccn2)c(C)c1C,i,-9
c1ccc(-c2cc(-c3nnco3)c3ccccc3n2)nc1,i,-2
C=CCSc1nnc(-c2ccccc2NC(=O)CC)c(=O)[nH]1,i,-8
Cc1nn(CCCC(=O)NCCc2ccccc2)c(=O)c2nccn12,i,-19
COC(=O)CSc1nc2c(c(=O)n(C)c(=O)n2C)n1CCC(C)C,i,-15
COc1ccc(NC(=O)COC(=O)CCC(=O)c2cccs2)cc1OC,x,-10
COCCC1CCCCN1C(=O)c1cccc(OC2CCN(C3CCCC3)CC2)c1 (stereo unspecified),i,-21
COc1cc(OC)cc(C(=O)/C=C2\Sc3ccccc3N2C)c1,i,-9
CCOc1ccc(CN(C)C(=O)c2cccc(S(=O)(=O)N3CCCC3)c2)cc1OC,x,-16
COC(=O)COc1ccc(/C=C2/SC(=O)N(CC(=O)N3CCCC3)C2=O)cc1Br,i,-14
CCN(CC)C(=O)CS(=O)CC(=O)Nc1cc(OCCOC)c(Cl)cc1Cl (stereo unspecified),i,-19
O=Cc1ccccc1-n1cccn1,i,-11
CCCC(=O)Nc1ccc2c(c1)C(=O)N(CCC(=O)O)C2=O,i,-15
CC1CCN(S(=O)(=O)c2ccc(C(=O)Nc3nnc(-c4ccncc4)o3)cc2)CC1,i,-14
CCOC(=O)c1ccc(N2C(=O)CC(N3CCN(C(=O)c4ccccc4)CC3)C2=O)cc1 (stereo unspecified),i,-1
Cc1cccc(-c2nc(CS(=O)CC(=O)NCc3cccs3)c(C)o2)c1 (stereo unspecified),i,-30
C[C@H](CO)N1C[C@H](C)[C@@H](CN(C)C(=O)Nc2ccc3c(c2)OCO3)Oc2c(NC(=O)Nc3ccccc3)cccc2C1=O,x,-16
CCOC(=O)C1CCCc2c1[nH]c1ccc(Cl)cc21 (stereo unspecified),i,-42
O=C(NNC(=O)c1ccccc1F)C1=NN(c2ccccc2)C(=O)CC1,i,-3
Cc1ccc(N(C(=O)CNC(=O)c2ccco2)C(C(=O)NC2CCCC2)c2cccnc2)c(C)c1 (stereo unspecified),i,-5
Cc1ccc(CNC(=O)Cn2c(=O)c3sccc3n(Cc3cccc([N+](=O)[O-])c3)c2=O)cc1,i,-7
CN1C(=O)/C(=C/c2cccc([N+](=O)[O-])c2)C(=O)N1c1ccccc1,i,-18
CCOC(=O)C(=O)NC12CC3CC(CC(C3)C1)C2,i,2
COc1ccc(C2(C)NC(=O)N(CC(=O)NCC(=O)Nc3ccc(F)c(F)c3F)C2=O)cc1OC (stereo unspecified),x,-4
CCOC(=O)C1CCN(Cc2ccc(F)c(Br)c2)CC1,i,-13
O=C(Nc1ccccc1)N1CCCC1,i,10
CCCN1CNC(=S)N(CC2CCCO2)C1 (stereo unspecified),i,-12
O=[N+]([O-])c1ccc(C[n+]2cccc3ccc4cccnc4c32)cc1,i,0
Cc1ccccc1Oc1cc(NC(=O)CCCn2nc(C)c([N+](=O)[O-])c2C)cc([N+](=O)[O-])c1,i,17
O=C(COc1coc(CN2CCN(c3ccccc3)CC2)cc1=O)NC1CCCCC1,i,-16
COC(=O)CCN(Cc1ccccc1)S(=O)(=O)c1ccccc1Br,x,-5
COc1cc(-c2noc(C)c2C(=O)NCc2ccc3c(c2)OCO3)cc(OC)c1OC,x,-35
Cc1cc(NC(=O)c2ccc3c(c2)C(=O)N(C2CCCCC2)C3=O)no1,i,-7
Cc1ccc(NS(=O)(=O)c2cc(C(=O)NCc3ccccn3)ccc2Cl)cc1,i,-18
Cc1nc(N2CCN(C(=O)c3ccco3)CC2)c(C#N)c2c1CCCC2,i,-28
COc1ccc(NCc2nnc(SCC(=O)NCc3ccccc3)n2-c2ccccc2OC)cc1,i,-49
O=C(Nc1c(-c2ccccc2)nc2ccccn12)c1ccco1,i,-23
COc1cccc(-c2noc(CCC(=O)Nc3cccnc3)n2)c1,i,-7
O=C(NCc1ccccc1)N1CCC(Cc2ccccc2)CC1,i,-28
O=C(O)CCCCC1SCC2NC(=O)NC21 (stereo unspecified),i,10
CCN(CC)CCNc1nc(-n2nc(C)cc2C)nc2sc3c(c12)CC(C)(C)OC3,i,-30
Cc1ccc(OCCOC(=O)C2CCN(S(=O)(=O)c3ccc(C)c(C)c3)CC2)cc1,i,-5
Cc1ccccc1CN1CCN(CC(=O)NCCCN2CCN(c3ccc(F)cc3)CC2)C1=O,i,-19
CCCN1CCC(N(C)CCc2ccc(OC)c(OC)c2)CC1,i,-4

# Exported field by field: entries from further up.
> O=C(Nc1c(-c2ccccc2)nc2ccccn12)c1ccco1
  CHT PAM: i | OX1R antag: -23
> COc1cc(-c2noc(C)c2C(=O)NCc2ccc3c(c2)OCO3)cc(OC)c1OC
  CHT PAM: x | OX1R antag: -35
> Cc1nc(N2CCN(C(=O)c3ccco3)CC2)c(C#N)c2c1CCCC2
  CHT PAM: i | OX1R antag: -28
